Bioassay records: PubChem, several laboratories
MazEF act – MazEF (E. coli) toxin RNase activation; P0AE70; FAM/BHQ RNA-DNA oligo cleavage fluorescence, 5 h; activation, % at 20 µM; 350,000 tested, 0.32% active; AID 504720; in the data active = activation above about 50%
Target sequence (P0AE70 whole entry, looked up): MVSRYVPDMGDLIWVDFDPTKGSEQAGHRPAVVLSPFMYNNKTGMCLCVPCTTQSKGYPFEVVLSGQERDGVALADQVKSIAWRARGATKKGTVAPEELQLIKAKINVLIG
Mtb UGM inh – Mtb UDP-galactopyranose mutase inhibition; purified UGM, fluorescence polarization probe displacement; inhibition, % at 10 µM; 320,000 tested, 0.06% active; AID 504406; P9WIQ1; in the data active = inhibition above about 10%, passing the limit was not always enough; inconclusive = no clear call, values can overlap the other calls
BoNT F protease – inhibitors of Botulinum neurotoxin F light chain protease; AID 588497; 360,000 tested, 0.22% active; inhibition, % at 10 µM; Multiplex microsphere protease cleavage assay, flow cytometry; in the data active = inhibition above about 35%, passing the limit was not always enough; inconclusive = no clear call, values can overlap the other calls; also: plate controls were buffer without enzyme for full effect and enzyme alone for no effect
VHR inh abs – DUSP3 (human) phosphatase inhibition; recombinant VHR phosphatase, pNPP absorbance; inhibition, % at 13.3 µM; 290,000 tested, 0.52% active; P51452; in the data active = inhibition above about 50%; also: some compounds called inactive have numbers as strong as hits
Target sequence (P51452 whole entry, looked up): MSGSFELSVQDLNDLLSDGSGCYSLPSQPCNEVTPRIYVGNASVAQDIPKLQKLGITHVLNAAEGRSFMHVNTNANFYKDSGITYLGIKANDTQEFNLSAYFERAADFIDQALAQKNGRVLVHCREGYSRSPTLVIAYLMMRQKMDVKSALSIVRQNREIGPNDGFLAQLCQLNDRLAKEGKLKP
CCHFV vOTU inh – CCHFV vOTU protease inhibition; Pep-AMC fluorescence; inhibition, % at 11.5 µM; 370,000 tested, 0.55% active; also: 0% = vehicle wells with enzyme and 100% = no enzyme wells
FadD28 FP inh – blocks FadD28 binding to the bisubstrate probe. AID 588549. inhibition, % at 12.5 µM. 360,000 tested, 0.22% active. fluorescence polarization; in the data active = inhibition above about 8.5%, passing the limit was not always enough; inconclusive = no clear call, values can overlap the other calls
Mtb FBA inh – inhibitors of M. tuberculosis fructose-bisphosphate aldolase. purified M. tuberculosis FBA, fluorescence read-out. inhibition, % at 1 µM. 360,000 tested, 2.3% active. AID 588726; in the data active = inhibition above about 27%;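 also: 0% = vehicle and 100% = reference inhibitor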
Target sequence (P9WQA3 whole entry, looked up): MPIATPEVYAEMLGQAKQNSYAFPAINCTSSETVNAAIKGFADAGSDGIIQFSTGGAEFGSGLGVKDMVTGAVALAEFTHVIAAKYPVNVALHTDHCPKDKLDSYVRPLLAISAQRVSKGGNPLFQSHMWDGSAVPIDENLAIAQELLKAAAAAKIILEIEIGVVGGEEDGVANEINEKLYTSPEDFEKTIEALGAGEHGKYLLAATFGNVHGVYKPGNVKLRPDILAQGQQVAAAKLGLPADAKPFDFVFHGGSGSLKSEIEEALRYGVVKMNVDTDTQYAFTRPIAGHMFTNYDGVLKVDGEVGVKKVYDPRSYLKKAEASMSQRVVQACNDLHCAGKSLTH
Rv3671c protease – inhibits the M. tuberculosis serine protease Rv3671c | 320,000 tested, 0.048% active | P9WHR9 | inhibition, % at 5.96 µM; in the data active = inhibition above about 38%;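 also: extracellular domain of Rv3671c used as enzyme; 0% = enzyme with DMSO and 100% = no enzyme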
Target sequence (P9WHR9 whole entry, looked up, the tested form may be a part): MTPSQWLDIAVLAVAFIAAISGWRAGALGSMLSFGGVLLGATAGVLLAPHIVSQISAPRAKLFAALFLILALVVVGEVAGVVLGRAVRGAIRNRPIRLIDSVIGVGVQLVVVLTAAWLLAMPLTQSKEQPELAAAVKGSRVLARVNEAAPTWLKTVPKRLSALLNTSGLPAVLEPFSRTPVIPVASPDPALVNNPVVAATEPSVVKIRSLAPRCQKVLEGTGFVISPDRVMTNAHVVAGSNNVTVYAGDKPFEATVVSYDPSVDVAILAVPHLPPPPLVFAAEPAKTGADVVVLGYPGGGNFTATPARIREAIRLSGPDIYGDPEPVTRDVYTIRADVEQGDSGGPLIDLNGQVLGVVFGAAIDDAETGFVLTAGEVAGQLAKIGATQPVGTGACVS
Mtb BioA inh – BioA (M. tuberculosis) enzyme inhibition; purified M. tuberculosis BioA enzyme, plate reader; inhibition, % at 9.99 µM; 360,000 tested, 0.096% active; in the data active = inhibition above about 40%; inconclusive = no clear call, values can overlap the other calls
GDH-TPI inh – counter-screen for M. tuberculosis FBA inhibitors: GDH-TPI coupled enzymes. GDH-TPI coupled enzyme counterscreen, NADH absorbance. inhibition, % at 4.8 µM. 360,000 tested, 1.2% active. AID 588335;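 also: 0% = DMSO wells and 100% = wells lacking the enzyme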
The depositor's hits bear a star; ? = inconclusive; · = no result given. Rule as the data show it, unless noted: active = inhibition above about 30%; inactive = the rest. An unsorted share of the library; 4.9% or so of the library scored in one or more.

mol,MazEF act,Mtb UGM inh,BoNT F protease,VHR inh abs,CCHFV vOTU inh,FadD28 FP inh,Mtb FBA inh,Rv3671c protease,Mtb BioA inh,GDH-TPI inh
CCN(c1ccccc1)S(=O)(=O)c1ccc(C(=O)OC(C)C(=O)NCCC2=CCCCC2)cc1 (stereo not given),-11,2.6,9,-1,11,-3.8,1,-8,-2.2,-1
COc1cc2cnc(-c3ccccc3)c(-c3ccc(C#N)cc3)c2cc1OC,6,0.3,-2,·,-7,-3.4,5,-3,-1.5,7
CC1CC(C)CN(C(=O)c2cc3cc(Br)cc(Br)c3o2)C1 (stereo not given),5,3.0,-7,22,13,-1.5,0,-3,·,-4
COc1ccc(C(=O)CCN2CCc3cc(OC)c(OC)cc3C2)cc1,0,0.7,-6,18,2,0.1,1,7,0.4,11
CCN1CCN(c2cc(C)c3cc(NC(=O)c4cccs4)ccc3n2)CC1,3,-1.7,-4,13,1,0.0,0,2,5.9,29
O=C(CN(C(=O)c1csnn1)c1cccc2c1CCCC2)NC1CCCC1,5,0.7,4,4,-12,-0.3,1,1,·,7
COCCCNC(=O)C1CCN(S(=O)(=O)c2c(C)noc2/C=C\c2ccc(OC)cc2)CC1,-1,-0.3,-5,6,2,-0.7,-1,-8,-0.5,39*
Cc1ccc2cc(C#N)c(NCCNC(=O)C3CC3)nc2c1C,2,2.1,-1,-10,-22,-3.9,32*,-3,-1.1,-2
Cc1cc(Cl)ccc1NC(=O)CN1C(=O)CSc2ccc(S(=O)(=O)N3CCOCC3)cc21,6,4.0,-1,-4,-7,-2.2,-2,-1,·,-4
O=C(COC(=O)Cn1cc(C(F)(F)F)ccc1=O)Nc1ccccc1,-5,0.5,1,·,6,0.9,2,6,-5.9,3
CCN1CCN(c2nc(-c3ccccc3Cl)nc3ccccc23)CC1,-1,3.0,-5,16,1,-2.3,-1,1,-2.2,-2
CCN(C(=O)COC(=O)CNC(=O)c1ccccc1C)C1=CCCCC1,0,3.2,7,·,26,·,-3,-20,0.2,1
COc1ccc(CNC(=O)[C@@H](NC(=O)C2CCN(C(=O)[C@@H](N)CC(C)C)CC2)C(C)C)cc1,3,-1.1,-3,12,2,0.4,1,6,-0.2,3
O=C(Nc1cccc(-c2nnc(-c3ccccc3)o2)c1)c1ccco1,22,1.9,-8,4,-1,-2.2,-3,-9,-1.9,-11
COc1ccc(OCCC(=O)OCC(=O)Nc2ccc(Br)cc2)cc1,3,-0.1,-10,8,7,-1.2,0,-7,0.9,5
C#CCCOC(=O)N1C2=NC(C(=O)OC)=C(C(=O)OC)[C@@H]3N(C)c4ccccc4[C@]23C[C@H]1CO,3,-2.0,-8,·,-6,-0.3,-3,8,-1.7,-3
CCCCN(C)C(=O)c1nc2ccccn2c1CNC1CCC1,1,0.1,-6,14,6,0.4,-3,3,-1.7,-2
CC(NC(=O)c1ccco1)C(=O)Nc1nccs1 (stereo not given),6,-1.4,1,·,-2,·,3,11,-1.3,-2
CC1(C)Cc2ccccc2-c2nnc(-c3ccc4ccccc4n3)n21,6,-1.3,-6,-18,4,1.8,1,2,0.6,10
C=CCNC(=S)NNC(=O)c1ccccc1OCC,8,-0.4,-1,-7,12,-3.8,2,2,-0.2,-3
CC(=O)Nc1cc2c(cc1C(C)=O)OCCO2,1,0.6,2,-4,5,-4.1,5,3,-1.1,-5
O=C(COc1nc2ccccc2nc1N1CCOCC1)Nc1ccc(S(=O)(=O)N2CCCC2)cc1,-24,-1.4,22,8,-1,-1.7,5,-5,-2.5,21
O=C(NNc1ccc([N+](=O)[O-])cc1)C1C2CCCCC21 (stereo not given),4,1.4,-12,0,-8,1.4,-4,4,·,9
O=C(O)c1ccc(/C=N/Nc2ncc(Cl)cc2Cl)cc1,0,3.1,-8,-3,-4,-4.1,-3,0,-1.9,21
CC(C)CC(=O)N=Nc1c(O)[nH]c2ccccc12,5,4.6,-2,28,1,-1.1,-2,-5,0.5,6
Cc1cc(C)c(S(=O)(=O)N2CCCCC2CCNC(=O)C(=O)NCc2cccnc2)c(C)c1 (stereo not given),-1,2.3,0,·,-8,-0.5,0,-1,-4.1,7
COc1cc(NC(=O)c2cc(C(C)C)on2)c(OC)cc1Cl,8,2.0,-6,-2,-4,-1.8,-1,-10,-1.7,3
CCc1nc2ccc(C(=O)N3CCN(C(=O)c4ccco4)CC3)cn2c1N(C)C(=O)COc1ccccc1,·,·,6,·,5,-3.3,1,·,0.0,0
CCC1=[N+](C)CCn2c(C)ccc21,-12,0.8,-18,-5,6,-1.4,-1,1,-0.3,19
CCOC(=O)NC(=S)Nc1ccc(OC)cc1,8,-0.5,-3,2,13,-0.3,-1,4,7.7,2

(next part)
mol,MazEF act,Mtb UGM inh,BoNT F protease,VHR inh abs,CCHFV vOTU inh,FadD28 FP inh,Mtb FBA inh,Rv3671c protease,Mtb BioA inh,GDH-TPI inh
Cc1c(/C=C(\C#N)c2nn(-c3ccccc3)c(N)c2C#N)c2ccccc2n1Cc1ccc(F)cc1,-70,-0.5,-2,23,-5,-1.4,-1,9,0.2,8
CC(=O)Nc1cccc(-c2csc(C(C)(O)c3ccc(F)c(F)c3)n2)c1 (stereo not given),·,·,-4,·,5,-4.3,-2,·,3.5,0
CCCN(CCC)C(=O)c1oc2ccccc2c1NC(=O)Cc1cccc(OC)c1,-4,-0.7,-17,-20,4,-0.1,-1,1,·,3
CCOC(=O)c1c[nH]c(=S)n1C,2,2.0,-8,-2,-11,0.0,0,-2,·,0
O=C(O)CCCCCNC(=O)c1ccc(C(=O)NCCCCCC(=O)O)cc1,3,-0.8,-1,16,18,0.1,7,-1,-2.8,13
CC(=O)NC1=NC(=O)CS1,9,4.0,0,6,-12,0.3,4,-7,-1.1,-1
c1ccc(-n2ncc3c(NCCN4CCCCC4)ncnc32)cc1,3,2.5,6,25,6,-2.2,0,-7,-1.4,8
CCOc1cc(/C=C2/SC(=S)N(Cc3ccccc3)C2=O)ccc1O,0,-5.2,·,0,-5,-1.5,-5,-18,-0.4,14
Cc1ccc(NC(=O)CN2C(=O)COc3ccc(S(=O)(=O)N4CCOCC4)cc32)cc1N(C)C,1,-4.1,1,-4,14,-1.2,-2,6,-0.3,-3
CC(=O)c1ccc(NC(=O)CSc2nnc3ccc(-c4ccccn4)nn23)cc1,-3,1.5,12,·,-4,-2.0,1,-7,-1.4,6
Cc1cc2ccccn2c1C(=O)c1nc(N2CCOCC2)ncc1Cl,7,-2.7,-9,19,7,-4.9,1,0,-0.1,18
O=C(CSc1nnc(-c2ccccc2Cl)o1)Nc1ccccn1,0,0.8,0,21,5,-2.9,0,4,0.6,-3
CC(C(=O)NNS(=O)(=O)c1cccc(C(F)(F)F)c1)n1nnc(N2CCOCC2)n1 (stereo not given),1,3.5,?,22,-8,-0.9,6,10,·,10
CCC(=O)Nc1cccc(C2=NOC3(C2)C[C@@H](C(N)=O)N(C(=O)c2ccc(OC)cc2)C3)c1 (stereo not given in full),-1,-1.3,3,19,20,-1.1,0,-3,0.4,3
Cc1ccc(NC(=O)COC(=O)C(NS(=O)(=O)c2ccc(Cl)cc2)C(C)O)cc1 (stereo not given),1,1.8,-8,-10,-8,-0.5,4,12,·,4
COCc1cc(C)nc(N2CCc3ccccc32)c1C#N,4,-1.0,0,0,4,2.8,7,-2,0.9,17
O=C(C(=O)N1CCOCC1)c1cn(Cc2ccccc2)c2ccccc12,7,1.9,0,3,-1,0.1,0,8,0.2,5
Cc1cccc(Oc2ccc(NC(=O)C3=CC=CN4CCS(=O)(=O)N=C34)cc2)c1,2,1.6,0,·,-1,-4.5,-3,-10,-0.6,9
COc1ccc(C(=O)Nc2ccc(Oc3nc(C)nc4sc(-c5ccccc5)cc34)cc2)cc1OC,-26,-1.6,-2,1,2,0.5,-1,-8,1.2,9
COc1cc(C=NC2CCCCC2)ccc1O,6,·,-2,·,11,-3.7,-5,·,0.3,32*
N#Cc1ccc(-c2ccc(F)cc2)nc1SCC(=O)Nc1sc2c(c1C#N)CCC2,-5,-5.1,-4,6,2,-2.6,-1,-10,-0.5,1
CCOc1ccc(NC(=O)NC(C)c2ccc3c(c2)OCO3)cc1 (stereo not given),1,2.9,8,21,-4,0.0,0,-2,-0.7,4
COc1ccc(OC)c(/C=N/NC(=O)CSc2nnc(C)n2-c2ccccc2)c1,-2,·,4,18,8,-1.3,19,6,-0.7,30
CC1CC(=O)Nc2ccccc2N1C(=O)CN1CCN(C=O)CC1 (stereo not given),9,-1.5,-3,-11,-9,-2.8,-5,-7,·,-4
COc1cc2[nH]c(=O)n(CCC(=O)N3CCc4ccccc4C3)c(=O)c2cc1OC,5,2.6,-11,20,2,-3.0,-1,10,·,-9
CCOc1ccc(NC(=S)NNC(=O)CC(C)O)cc1 (stereo not given),2,-0.6,0,31,6,-3.7,-5,-6,·,1
O=C1c2oc3ccccc3c(=O)c2C(c2cccnc2)N1CCCN1CCOCC1 (stereo not given),8,2.2,-3,26,-2,-4.4,4,3,0.1,-8
CCN(CC)c1cc(Cl)c2nonc2c1N,9,-0.8,?,13,-1,-2.7,-1,-2,0.9,-3
CCCn1c(=O)c2ccccc2n2c(Sc3nnnn3-c3ccccc3)nnc12,0,-1.9,-5,28,-10,0.1,4,1,-0.5,12
C=CCOc1ccc(C(=O)c2ccccc2)c(OCC(=O)NC2(C#N)CCCC2)c1,-1,2.4,-1,1,4,·,-2,-1,-0.5,7

Of the compounds above, 2 have a CF3 group:
mol,MazEF act,Mtb UGM inh,BoNT F protease,VHR inh abs,CCHFV vOTU inh,FadD28 FP inh,Mtb FBA inh,Rv3671c protease,Mtb BioA inh,GDH-TPI inh
O=C(COC(=O)Cn1cc(C(F)(F)F)ccc1=O)Nc1ccccc1,-5,0.5,1,·,6,0.9,2,6,-5.9,3
CC(C(=O)NNS(=O)(=O)c1cccc(C(F)(F)F)c1)n1nnc(N2CCOCC2)n1 (stereo not given),1,3.5,?,22,-8,-0.9,6,10,·,10

Remaining list, next part:
mol,MazEF act,Mtb UGM inh,BoNT F protease,VHR inh abs,CCHFV vOTU inh,FadD28 FP inh,Mtb FBA inh,Rv3671c protease,Mtb BioA inh,GDH-TPI inh
CCNC(=O)COC(=O)c1cc(-c2ccco2)nc2ccccc12,-13,0.7,-9,-7,-28,-1.1,12,2,-1.2,7
Cn1nnnc1SCC(=O)Nc1ccccc1N1CCOCC1,2,-1.4,?,4,-2,-4.4,2,2,-0.3,7
Cc1nc2ccc(NC(=O)c3ccc(Cl)c(NC(=O)c4cccs4)c3)cc2s1,-7,0.6,-5,24,6,-2.8,-5,-83,-0.4,17
COCCNc1oc(-c2ccccc2Cl)nc1C#N,0,-4.6,-4,21,-3,-3.2,9,10,1.3,15
COC(=O)C1=C(c2cccc(C#N)c2)C[C@@H]2CC[C@H]1N2C(=O)NC(C)C,-2,0.0,0,·,-7,-3.0,-2,-4,-1.1,0
CN(C)c1nccc(Nc2ccccc2)c1C#N,8,-1.5,-10,-4,13,-5.8,-1,-1,-0.6,12
C=CC[C@@H](CC(=O)N[C@@H](CO)Cc1ccccc1)C(=O)N[C@@H](COC(=O)[C@@H](CC=C)CC(=O)OC(C)(C)C)Cc1c[nH]c2ccccc12,-23,-0.3,-10,·,21,-0.8,-3,3,-1.0,-6
O=c1oc2ccccc2c(Nc2cccc3cccnc23)c1[N+](=O)[O-],-5,-0.7,-19,-17,12,-1.8,-10,-1,·,10
CC(=O)N/C(=C\c1ccccc1)C(=O)N1CCOCC1,3,1.0,-4,30,0,0.0,-2,2,·,3

Looked up one by one from above (two):
mol,MazEF act,Mtb UGM inh,BoNT F protease,VHR inh abs,CCHFV vOTU inh,FadD28 FP inh,Mtb FBA inh,Rv3671c protease,Mtb BioA inh,GDH-TPI inh
CN(C)c1nccc(Nc2ccccc2)c1C#N,8,-1.5,-10,-4,13,-5.8,-1,-1,-0.6,12
C=CC[C@@H](CC(=O)N[C@@H](CO)Cc1ccccc1)C(=O)N[C@@H](COC(=O)[C@@H](CC=C)CC(=O)OC(C)(C)C)Cc1c[nH]c2ccccc12,-23,-0.3,-10,·,21,-0.8,-3,3,-1.0,-6
